# Screening data: PubChem, The Scripps Research Institute Molecular Screening Center
# MBD2 inh: inhibitors of MBD2 binding to methylated DNA, primary screen, biochemical, TR-FRET, DNA-binding domain, human; MBD2 binding to methylated oligonucleotide; inhibition, % at 4.4 µM; AID 686964, 2013; 370,000 compounds, 0.31% hits; in the data active = inhibition above about 13%
# Target sequence (Q9UBB5 whole entry, looked up, the tested form may be a part): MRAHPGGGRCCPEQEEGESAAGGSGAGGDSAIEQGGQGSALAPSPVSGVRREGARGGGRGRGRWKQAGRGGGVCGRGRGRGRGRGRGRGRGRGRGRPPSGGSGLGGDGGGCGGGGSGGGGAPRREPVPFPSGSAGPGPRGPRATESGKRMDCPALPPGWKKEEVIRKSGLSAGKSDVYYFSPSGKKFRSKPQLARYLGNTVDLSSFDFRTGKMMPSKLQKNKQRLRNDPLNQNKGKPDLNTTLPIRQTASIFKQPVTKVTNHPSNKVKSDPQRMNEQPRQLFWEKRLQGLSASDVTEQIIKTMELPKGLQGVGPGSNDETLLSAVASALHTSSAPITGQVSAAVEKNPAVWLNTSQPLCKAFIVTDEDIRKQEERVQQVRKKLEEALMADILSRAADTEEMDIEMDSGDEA
# ASAP1 GAP inh: inhibitors of human ASAP1 ArfGAP activity, primary screen, biochemical, fluorescence polarization | ASAP1-stimulated ARF1 GTP hydrolysis, GDP FP detection | Arf-GAP with SH3 domain, ANK repeat and PH domain-containing protein 1 (Homo sapiens), … | 360,000 compounds, 0.19% hits | AID 624377, 2012 | inhibition, % at 16.5 µM; in the data active = inhibition above about 25%;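 also: 0% = vehicle with enzyme and substrate and 100% = no enzyme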
# Tn6 DDE FP: inhibitors of Tn6 peptide binding to fibrin DD(E), primary screen, biochemical, fluorescence polarization, human fibrin, Tn6 probe; Fibrinogen beta chain (Homo sapiens), P02675; Fibrin DD(E) TRITC-Tn6 fluorescence polarization displacement; inhibition, % at 8.3 µM; 370,000 compounds, 0.21% hits; AID 720509, 2013;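 active = inhibition above a per-campaign cutoff: mean of compounds within control limits plus 3 SD, cut at about 15% in these data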;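 also: 0% = median of all compound wells on the plate and 100% = blocking peptide control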
# DDE Tn7 FP inh: inhibitors of Tn7 peptide binding to fibrin DD(E), primary screen, biochemical, fluorescence polarization, human fibrin, Tn7 probe; Fibrinogen beta chain (Homo sapiens), P02675; FP displacement of FITC-Tn7 peptide from fibrin DD(E); 0% = median of compound wells per plate; inhibition, % at 8.3 µM; 370,000 compounds, 0.13% hits; AID 720508, 2013;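 active = inhibition above the mean of compounds falling within the control limits plus 3 SD of them, cut at about 14% in these data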;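 also: 0% = plate median of compound wells and 100% = 10 µM Aha-Tn7 peptide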
#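 system = human fibrin DD(E) protein | quantity = DD(E) 2 µM final | medium = Tris/NaCl/CaCl2 buffer, pH 7.8 | also added = labelled Tn7 tracer, 0.1 µM | compound dosing = single point at 8.3 µM | timing = compound with protein 10 min, then 3 h after probe, room temperature | signal = FP measurement | benchmarks = Aha-Tn7 high control | repeats = one replicate per compound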
# ARFGAP1 inhibitor: inhibitors of rat ARFGAP1 GAP activity, primary screen, biochemical, fluorescence polarization, GDP tracer; Arfgap1-stimulated ARF1 GTP hydrolysis, GDP FP detection; ADP-ribosylation factor GTPase-activating protein 1 (Rattus norvegicus), Q62848; 360,000 compounds, 0.26% hits; AID 651572, 2012; inhibition, % at 16.5 µM;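 active = inhibition above a per-plate limit, mean inhibition of low control wells plus 3 SD, cut at about 25% in these data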;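 also: 0% = DMSO wells with enzyme and 100% = wells lacking Arfgap1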
# Target sequence (Q62848 1-136 limits assumed): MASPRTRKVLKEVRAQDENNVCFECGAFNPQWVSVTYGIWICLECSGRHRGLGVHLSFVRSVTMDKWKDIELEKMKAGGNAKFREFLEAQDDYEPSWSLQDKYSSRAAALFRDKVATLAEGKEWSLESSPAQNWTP
#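 Material: truncated rat Arfgap1 GAP domain; Incubation: compound-enzyme preincubation 20 min, reaction 120 min, detection 60 min, 25 °C; Read-out: percent inhibition of Arfgap1-stimulated GTP hydrolysis; Technique: FP, GDP Alexa 633 tracer displaced from anti-GDP antibody, 620/688 nm; Controls: No-Arfgap1 wells (100%) versus DMSO full-reaction wells (0%); Replication: single well per compound.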
# KLK7 zymogen act: proKLK7 zymogen activators, primary screen, biochemical, fluorescence intensity. Kallikrein-7 (Homo sapiens), P49862. activation, % at 7 µM. purified proKLK7, EDANS-DABCYL substrate fluorescence; 100% is mature enzyme control, 0% vehicle. 370,000 compounds, 0.9% hits;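 active = activation above the mean of all tested compounds plus 3 SD, computed per campaign excluding outliers beyond control limits, cut at about 13% in these data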
# Target sequence (P49862 whole entry, looked up): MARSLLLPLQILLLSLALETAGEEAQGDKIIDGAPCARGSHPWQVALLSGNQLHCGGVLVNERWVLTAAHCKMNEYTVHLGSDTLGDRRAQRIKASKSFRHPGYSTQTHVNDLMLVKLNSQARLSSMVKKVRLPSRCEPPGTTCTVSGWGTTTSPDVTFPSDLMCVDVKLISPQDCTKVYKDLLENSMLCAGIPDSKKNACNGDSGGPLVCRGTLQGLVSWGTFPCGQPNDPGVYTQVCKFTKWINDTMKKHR
# UHRF1 MBD2 ctr: UHRF1 methylated DNA binding inhibitors, primary screen, counter-screen for MBD2 inhibitor project, biochemical, TR-FRET, human UHRF1, single concentration; E3 ubiquitin-protein ligase UHRF1 (Homo sapiens), Q96T88; UHRF1 binding to methylated oligo; inhibition, % at 4.4 µM; 370,000 compounds, 0.75% hits; AID 687016, 2013; in the data active = inhibition above about 21%;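 also: UHRF1 SRA domain binding a hemimethylated CpG hairpin DNA probe; 0% = median of test compound wells and 100% = reference inhibitor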
# PLCb3 inh: human PLC-beta3 inhibitors, primary screen, biochemical, fluorescence; 1-phosphatidylinositol 4,5-bisphosphate phosphodiesterase beta-3 (Homo sapiens), Q01970; Purified PLC-beta3, fluorogenic substrate; inhibition, % at 12.2 µM; 370,000 compounds, 0.18% hits; AID 720704, 2013; in the data active = inhibition above about 11%;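 also: 0% = median of compound wells on plate and 100% = full blocker control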
# PLC-gamma1 inh: PLC-gamma1 enzyme inhibitors, primary screen, biochemical, fluorescence, purified enzyme; 1-phosphatidylinositol 4,5-bisphosphate phosphodiesterase gamma-1 (Homo sapiens), P19174; fluorogenic substrate; inhibition, % at 12.2 µM; 370,000 compounds, 0.84% hits; AID 720700, 2013; in the data active = inhibition above about 9.5%
# ADAM17 inh: ADAM17 inhibitors, primary screen, biochemical, QFRET. Disintegrin and metalloproteinase domain-containing protein 17 (Homo sapiens), P78536. recombinant ADAM17, EDANS/DABCYL FRET peptide cleavage. inhibition, % at 6.95 µM. 370,000 compounds, 0.83% hits;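 active = inhibition above the mean of compounds lying between control limits plus 3 SD, set per campaign, cut at about 8.5% in these data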;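 also: 0% = DMSO-only wells as the low control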
# * hit, by the source's call; nt = no result given.
Molecule,MBD2 inh,ASAP1 GAP inh,Tn6 DDE FP,DDE Tn7 FP inh,ARFGAP1 inhibitor,KLK7 zymogen act,UHRF1 MBD2 ctr,PLCb3 inh,PLC-gamma1 inh,ADAM17 inh
Cc1nnc(SCC2=C(C(=O)O)N3C(=O)C(NC(=O)Cn4ncc(Cl)c4C)C3SC2)s1 (configuration not stated),8.2,-4.7,-5.2,1.6,12.3,0.1,9.2,-1.1,3.6,-5.0
CC(=O)c1cc(C#N)c(N2CCCC2)nc1C,-3.0,-7.1,1.3,-4.8,-0.6,0.5,-2.9,-2.8,-1.8,-4.7
O=S(=O)(NCC1CCCO1)c1ccc(-c2ccc(S(=O)(=O)NCC3CCCO3)cc2)cc1 (configuration not stated),2.6,24.1,2.9,6.3,6.7,-0.5,2.5,-5.6,1.4,-5.9
CCC1(c2ccc(F)cc2)NC(=O)N(CC(=O)Nc2ccc(S(N)(=O)=O)cc2)C1=O (configuration not stated),1.1,1.4,0.6,5.9,24.1,-0.5,-1.7,-1.5,-1.2,-2.0
COc1ccc(/C(C)=N/NC(=S)NCc2ccco2)cc1,4.9,-0.8,-0.7,0.6,-0.3,0.2,1.7,4.1,1.6,-4.2
O=C(/C=C/c1cccc([N+](=O)[O-])c1)NCCN1C(=O)S/C(=C\c2cccnc2)C1=O,-8.8,2.5,5.5,-1.5,-0.1,0.2,-3.9,1.4,0.8,0.2
CC1CCCC(C)N1CC(O)COc1ccc(Cl)cc1 (configuration not stated),-5.0,4.6,1.8,0.6,-8.0,-0.5,-6.8,2.8,4.1,0.3
Cc1cc(C)n(CCC(=O)N/N=C/c2ccc(O)cc2)n1,-2.1,10.5,2.2,-9.2,-5.8,-0.9,1.0,3.3,-0.1,0.7
O=C(C[n+]1cc(-c2ccccc2)n2c1CCCCC2)c1ccc(Cl)cc1,-4.5,5.3,-7.6,-4.8,-2.3,0.3,-0.5,1.9,0.8,-0.9
COc1ccc(C2COC(=O)C2=N)c(NC(=O)c2ccc(Cl)cc2)c1 (configuration not stated),-1.2,3.0,3.2,-1.5,-18.6,-0.5,-0.3,-20.9,-18.6,-1.6
C=CCOc1ccc(/C=C/C(=O)OCC(=O)NCCC2=CCCCC2)cc1,3.1,-4.7,10.6,1.0,9.6,0.1,3.7,-6.3,4.3,1.1
CC(=O)Nc1ccc2nc(NC(=O)c3ccc([N+](=O)[O-])o3)sc2c1,-1.7,-2.2,-0.3,2.7,0.6,0.1,2.7,-29.9,-20.2,-6.7
CC(C)CCN1CCN(Cc2ccc3nsnc3c2)CC1CCO (configuration not stated),-3.6,-7.6,-1.4,9.6,0.8,0.1,2.1,-0.6,3.6,-1.9
O=C(Cn1cnc2scc(-c3ccccc3)c2c1=O)NCc1ccco1,5.9,-3.4,0.3,7.2,-11.3,-0.6,1.1,-3.3,-3.4,-0.8
C[C@H](CO)N1C[C@H](C)[C@@H](CN(C)S(=O)(=O)c2ccc(F)cc2)Oc2c(NC(=O)Nc3ccc4c(c3)OCO4)cccc2C1=O,-3.1,2.5,-0.3,2.2,3.4,0.3,-1.3,0.8,-0.7,-0.4
CC(=O)Nc1ccc(-c2ccnc3c2CC(C)(C(=O)NCCc2ccccc2)O3)cc1 (configuration not stated),4.3,6.3,0.0,-8.9,11.2,-0.3,3.1,5.9,13.7*,9.5*
COc1cc(C2CC=C(C(=O)O)C(c3ccccc3F)N2S(=O)(=O)c2ccc(C)cc2)cc(OC)c1OC (configuration not stated),-5.3,nt,3.2,-1.6,nt,-0.8,0.0,2.0,2.0,0.0
CC(C)(C)c1ccc(S(=O)(=O)NCC(=O)Nc2ccc(-c3nc4ccccc4s3)cc2)cc1,4.2,13.2,-1.8,-4.2,5.3,0.9,0.9,-11.7,-6.8,-26.3
C/C(=N\NC(=O)c1cc(-c2ccc(Cl)s2)[nH]n1)c1ccncc1,1.1,-5.0,-12.8,3.0,-1.4,0.5,-1.4,1.7,2.0,-0.7
COc1ccc2c(c1)S(=O)(=O)c1ccccc1N2,-1.1,11.4,-0.4,-6.3,5.2,-0.6,0.9,-16.5,-9.4,-13.4
CCC(=O)NC(Cc1ccccc1)c1nc2ccccc2[nH]1 (configuration not stated),1.0,-6.5,8.8,7.4,-12.6,0.2,-1.8,-5.5,-1.4,-2.8
Cc1cccc(NC(=O)c2ccc(OCc3c(C)noc3C)cc2)c1,0.8,3.1,-5.1,1.2,-0.6,0.1,0.4,-5.5,0.7,0.7
O=C(N/N=C/c1ccc[nH]1)c1cc2ccccc2cc1O,1.8,-8.2,-3.2,10.9,0.6,-3.1,-0.7,-233.3,-146.9,-3.5
CCOc1ccc(/C=N/NC(=O)C2(O)c3ccccc3-c3ccccc32)cc1,-6.6,4.7,4.8,-2.4,6.8,0.3,-1.6,3.6,4.4,-1.7
CC(=O)Nc1cc(-c2nn(C)c(=O)c3ccccc23)ccc1N1CCOCC1,5.0,2.3,10.2,5.1,-5.2,0.3,1.7,-32.4,-27.0,-6.8
O=C(O)c1cccnc1Nc1ccc(Cl)cc1,2.6,5.0,-5.7,-6.5,1.0,0.0,3.1,0.6,-2.1,0.1
COc1cccc(-c2c(C(=O)N/N=C/c3cccnc3)nnn2-c2nonc2N)c1,-2.6,-5.7,5.6,0.5,2.4,-0.4,1.5,-13.7,-2.9,-0.3
CC1CCN(CC(=O)c2c[nH]c3ccccc23)CC1,1.2,0.0,0.7,-6.5,-6.3,0.0,-1.7,-4.4,1.0,-1.6
Clc1cc(NC2CCCCC2)ncn1,4.8,5.8,-0.3,4.1,0.7,0.1,9.6,0.0,1.4,-0.3
CC1=CC(c2ccc(Cl)cc2)n2nc(NC(=O)c3ccccc3)nc2N1 (configuration not stated),5.1,2.2,-6.4,-3.2,9.3,1.0,2.1,-42.8,-30.4,-14.1
O=C(NCCCN1CCCCCC1)c1cc2c(=O)oc3ccccc3c2s1,9.3,1.2,-6.9,-5.5,-11.0,-2.1,2.5,-72.4,-60.2,-16.1
O=C(O)c1ccc(N2CCCCC2)cc1,2.0,5.1,-4.8,0.8,5.7,-0.3,1.6,-0.8,-3.4,-5.6
CCn1c(-c2nonc2NC(=O)c2ccccc2)nc2ccccc21,-7.4,14.6,1.9,-2.5,8.6,0.7,-3.6,4.8,5.0,1.4
Cc1ccc(NC(=O)c2cccc(S(=O)(=O)N3CCN(c4ccccc4)CC3)c2)nc1,-4.7,-6.5,3.9,9.9,3.3,-0.4,-2.4,-17.6,1.9,-3.2
COc1ccc(N2CC(C)Cn3c2nc2c3c(=O)n(CCc3ccccc3)c(=O)n2C)cc1 (configuration not stated),-0.5,1.2,6.7,-5.5,-4.5,0.3,-2.0,0.7,2.2,-0.3
Cc1ccc(NC(=O)C2CCCN2C(=O)OCc2ccccc2)c(O)c1 (configuration not stated),-1.4,-12.6,8.8,-3.3,-10.5,-0.4,-0.2,-4.9,1.3,-3.9
Cc1ccc(NS(=O)(=O)c2cc3c4c(cccc4c2)C(=O)NC3=O)cc1C,-0.2,-1.0,7.0,4.2,-4.1,0.2,-6.1,-7.8,-0.3,0.3
COC(=O)c1c(NC(=O)c2ccccc2)sc(C(N)=O)c1C,-2.8,12.3,3.3,-0.1,-8.5,-0.5,-2.1,-13.5,-5.2,-0.2
CCCOC(=O)c1c(NC(=O)C2C3C=CC(C3)C2C(=O)O)sc2c1CCC(C)C2 (configuration not stated),2.9,-17.8,-6.9,2.7,-16.2,0.3,6.9,1.5,-0.7,-0.7
CN1CCC(N(C)S(=O)(=O)c2ccc(Cl)cc2)CC1,-4.5,10.9,-6.7,2.3,9.4,0.4,0.3,-4.8,-1.4,1.0
CCOC(=O)/C(C#N)=C/NC(=O)NC(C)(C)C,5.7,-2.3,-2.6,6.8,11.7,-1.3,1.0,-0.8,-0.7,-5.3
Cn1ncc(Cl)c1C(=O)N1CCN(C23CC4CC(CC(C4)C2)C3)CC1,1.8,4.3,3.6,-1.0,10.2,-0.3,2.5,-3.4,-1.1,-0.4
Cc1ccc(OCc2cc(C(=O)N(C)Cc3nccn3C)no2)cc1C,-1.8,-2.5,5.2,-8.0,1.9,-0.2,-1.3,-4.3,-1.2,-2.9
O=C(CCC1CCCC1)NCc1ccccn1,4.9,6.1,5.2,7.5,10.9,-0.8,-0.3,0.7,1.8,-2.2
CN(C)C(=O)COC(=O)/C=C/c1ccccc1[N+](=O)[O-],1.0,-1.9,-2.6,2.0,7.1,1.2,-1.3,-0.4,-0.4,-1.4
Cc1csc(SCCn2c(Br)nc3c2c(=O)[nH]c(=O)n3C)n1,-4.0,8.0,-1.8,2.2,3.1,-0.5,0.6,4.9,5.0,2.6
Cc1cc(F)ccc1S(=O)(=O)N1CCCOC1CNC(=O)C(=O)NCc1ccccn1 (configuration not stated),-0.7,2.7,4.2,-4.3,13.4,-0.4,2.7,-4.0,1.1,-0.6
CC1(Oc2cccc(F)c2)CCN(Cc2ccc(-c3ccccc3)o2)C1 (configuration not stated),1.4,-9.4,4.7,-2.8,5.4,-0.3,-1.0,-4.7,-4.4,-2.9
CC(=O)c1cn(CCC(C)C)c(=O)[nH]c1=O,3.1,-10.2,-4.1,0.7,3.7,0.0,3.2,0.6,-0.4,-2.5
